Screens: PubChem BioAssay, Broad Institute
U2OS ROS induce: ROS inducers in U2OS cancer cells, primary screen, cell-based, H2DCF-DA fluorescence. AID 624156, 2012. U2OS ROS induction. 2% of 46,000 active. ROS induction (% of piperlongumine), % at 10 µM; in the data active = ROS induction above about 79%, passing the limit was not always enough; inconclusive = no clear call, values can overlap the other calls;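 note: 0% = DMSO vehicle median and 100% = reference compound median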
Starred values were filed as active, the others as inactive. This is a subset; count on the stated rates, not on these rows.

How did C[C@H](CO)N1C[C@H](C)[C@H](CN(C)Cc2ccc(C(=O)Nc3ccccc3N)cc2)Oc2ccc(NS(=O)(=O)c3cccs3)cc2CC1=O do in these assays?
U2OS ROS induce: 24

What do the screens show for `C[C@H](CO)N1C[C@H](C)[C@H](CN(C)S(C)(=O)=O)Oc2ccc(NS(=O)(=O)c3ccc(F)cc3)cc2C1=O`?
U2OS ROS induce: 0

How did Cc1ccc([N+](=O)[O-])cc1S(=O)(=O)NCCOc1ccccc1Cl do in these assays?
U2OS ROS induce: -14

What do the screens show for `C=CC(C)(C)c1cc2cc3ccoc3cc2oc1=O`?
U2OS ROS induce: -1

What do the screens show for `CCN1C(=O)/C(=C2\C=Cc3ccccc3N2CC)N(C)C1=S`?
U2OS ROS induce: 13

What do the screens show for `CC(C)(C)c1cc(/C=C(\C#N)C(N)=S)cc(C(C)(C)C)c1O`?
U2OS ROS induce: -5

Results for Cn1nc(CC(=O)Nc2ccc3c(c2)oc2ccccc23)c2ccccc2c1=O ?
U2OS ROS induce: -8

What do the screens show for `O=C(NCc1cn2ccccc2n1)c1cccc(C(F)(F)F)c1`?
U2OS ROS induce: -2

What do the screens show for `COc1ccc(NC(=O)N(C)C[C@@H]2Oc3ccc(NS(=O)(=O)c4c(C)noc4C)cc3CC(=O)N([C@@H](C)CO)C[C@@H]2C)cc1`?
U2OS ROS induce: -6

How did CCOc1ccc(NC(=O)CN2C(=O)c3ccccc3S2(=O)=O)cc1 do in these assays?
U2OS ROS induce: -15

Seven entries drawn at random from the list so far:
What do the screens show for `COc1ccc(NC(=O)N(C)C[C@@H]2Oc3ccc(NS(=O)(=O)c4c(C)noc4C)cc3CC(=O)N([C@@H](C)CO)C[C@@H]2C)cc1`?
U2OS ROS induce: -6

What do the screens show for `CC(C)(C)c1cc(/C=C(\C#N)C(N)=S)cc(C(C)(C)C)c1O`?
U2OS ROS induce: -5

What do the screens show for `C=CC(C)(C)c1cc2cc3ccoc3cc2oc1=O`?
U2OS ROS induce: -1

How did C[C@H](CO)N1C[C@H](C)[C@H](CN(C)Cc2ccc(C(=O)Nc3ccccc3N)cc2)Oc2ccc(NS(=O)(=O)c3cccs3)cc2CC1=O do in these assays?
U2OS ROS induce: 24

What do the screens show for `CCN1C(=O)/C(=C2\C=Cc3ccccc3N2CC)N(C)C1=S`?
U2OS ROS induce: 13

Results for Cn1nc(CC(=O)Nc2ccc3c(c2)oc2ccccc23)c2ccccc2c1=O ?
U2OS ROS induce: -8

What do the screens show for `O=C(NCc1cn2ccccc2n1)c1cccc(C(F)(F)F)c1`?
U2OS ROS induce: -2

(list continues)
Results for CC(=O)OC[C@]12[C@H](OC(C)=O)[C@H](OC(=O)c3ccccc3)[C@@H]3[C@@H](OC(C)=O)[C@]1(OC3(C)C)[C@H](C)C[C@H](OC(C)=O)[C@@H]2OC(C)=O ?
U2OS ROS induce: -9

How did O=C(CCCCCC(=O)Nc1ccccc1O)N/N=C/c1ccc(O)c(F)c1 do in these assays?
U2OS ROS induce: -6

What do the screens show for `Cc1noc(C)c1NC(=O)N(C)C[C@H]1Oc2c(NS(=O)(=O)c3ccc(F)cc3)cccc2C(=O)N([C@@H](C)CO)C[C@@H]1C`?
U2OS ROS induce: -12

Results for C[C@@H]1CN([C@@H](C)CO)C(=O)c2cccc(NS(=O)(=O)c3ccccc3)c2O[C@@H]1CN(C)Cc1ccc(-c2ccccc2)cc1 ?
U2OS ROS induce: 30

How did C[C@@H]1CN([C@H](C)CO)C(=O)Cc2cc(NC(=O)c3ccncc3)ccc2O[C@@H]1CN(C)Cc1ccc(Cl)c(Cl)c1 do in these assays?
U2OS ROS induce: 28

How did C[C@H]1CN([C@@H](C)CO)C(=O)Cc2cc(NC(=O)Cc3ccccc3)ccc2O[C@@H]1CN(C)Cc1ccc(C(=O)O)cc1 do in these assays?
U2OS ROS induce: 9

Results for O=C(NO)c1cccc(C(=O)N/N=C/c2c(O)cc(O)cc2O)c1 ?
U2OS ROS induce: 3

Results for C[C@H]1CN([C@@H](C)CO)C(=O)c2cc(NC(=O)Nc3ccc(F)cc3)ccc2O[C@@H]1CN(C)C(=O)Nc1ccc(F)cc1 ?
U2OS ROS induce: -5

Results for O=C(NCc1ccco1)c1cc([N+](=O)[O-])ccc1N1CCOCC1 ?
U2OS ROS induce: -2

What do the screens show for `CCOc1ccccc1NC(=O)CSc1nc2ccccc2c(=O)n1-c1ccc(Cl)cc1`?
U2OS ROS induce: 38

What do the screens show for `C[C@H]1CN([C@@H](C)CO)C(=O)c2cccc(NC(=O)C3CCOCC3)c2O[C@@H]1CN(C)CC1CC1`?
U2OS ROS induce: 37

What do the screens show for `C[C@H]1CN([C@@H](C)CO)C(=O)c2cc(NC(=O)Nc3ccc4c(c3)OCO4)ccc2O[C@@H]1CN(C)C(=O)NC1CCCCC1`?
U2OS ROS induce: -6

How did COc1ccc(CN(C)C[C@H]2Oc3ccc(NC(=O)Nc4ccc(F)cc4)cc3C(=O)N([C@H](C)CO)C[C@@H]2C)cc1 do in these assays?
U2OS ROS induce: 10

How did CCc1ccc(NC(=O)CSc2nc3ccccc3c(=O)n2CCCN2CCC(C)CC2)cc1 do in these assays?
U2OS ROS induce: 18

How did COc1ccc(S(=O)(=O)Nc2ccc3c(c2)C(=O)N([C@H](C)CO)C[C@H](C)[C@H](CN(C)C(=O)Nc2c(C)noc2C)OCCCC[C@@H](C)O3)cc1 do in these assays?
U2OS ROS induce: -7

How did Nc1nnc(SCC(=O)NC2CCCCCC2)s1 do in these assays?
U2OS ROS induce: -1

How did Cc1ccc(OCC(=O)Nc2cccc(-c3nc4ccccc4[nH]3)c2)cc1 do in these assays?
U2OS ROS induce: -3

What do the screens show for `COc1ccc(CN(C)C[C@@H]2Oc3c(NS(=O)(=O)c4cn(C)cn4)cccc3C(=O)N([C@H](C)CO)C[C@H]2C)cc1`?
U2OS ROS induce: -7

How did C=CC[C@]12N=C(c3ccc(OCCCO)cc3)O[C@H]1c1ccccc1N(CCS(=O)(=O)c1ccccc1)C2=O do in these assays?
U2OS ROS induce: 16

How did CN(C(=O)CSc1nc(N)c2c3c(sc2n1)CSC(C)(C)C3)c1ccccc1 do in these assays?
U2OS ROS induce: 122*

How did CC(C)(C)c1ccc(-c2nnc(-c3ccccc3NC(=O)/C=C\C(=O)O)o2)cc1 do in these assays?
U2OS ROS induce: 80*

What do the screens show for `Cc1ccc([N+](=O)[O-])cc1N(CC(=O)Nc1ccc(Cl)c(C(F)(F)F)c1)S(C)(=O)=O`?
U2OS ROS induce: 16

What do the screens show for `COc1ccc(NC(=O)N(C)C[C@H]2Oc3ccc(NC(=O)Cc4cn(C)c5ccccc45)cc3CC(=O)N([C@@H](C)CO)C[C@@H]2C)cc1`?
U2OS ROS induce: 4

What do the screens show for `COC(=O)c1ccc(NC(=O)CC2Sc3ccc(C(F)(F)F)cc3NC2=O)cc1` (configuration not stated)?
U2OS ROS induce: -3

What do the screens show for `C[C@H]1CN([C@@H](C)CO)C(=O)c2cccc(NS(=O)(=O)c3cccs3)c2O[C@@H]1CN(C)C(=O)Nc1ccc(C(F)(F)F)cc1`?
U2OS ROS induce: 2

Results for NC(=O)C1CCN(C(=O)Cn2ncc3c4ccccc4n(Cc4ccc(F)cc4)c3c2=O)CC1 ?
U2OS ROS induce: -1

Results for C[C@@H]1CCCCO[C@@H](CN(C)Cc2ccc(C(=O)O)cc2)[C@@H](C)CN([C@H](C)CO)C(=O)c2cc(NC(=O)Nc3ccc(C(F)(F)F)cc3)ccc2O1 ?
U2OS ROS induce: -4

How did O=C(CCc1cn(Cc2ccccc2)c2ccccc12)NCCc1ccc(Cl)cc1 do in these assays?
U2OS ROS induce: -7

What do the screens show for `C[C@@H]1CN([C@H](C)CO)C(=O)Cc2cc(NC(=O)CCCCCC(=O)Nc3ccccc3N)ccc2O[C@H]1CN(C)CC1CCCCC1`?
U2OS ROS induce: -3

What do the screens show for `COc1ccc(-c2noc(CN(C(=O)c3c(-c4ccccc4Cl)noc3C)C(C)C)n2)cc1`?
U2OS ROS induce: 21

How did C[C@@H]1CN([C@H](C)CO)C(=O)c2cc(NC(=O)C3CC3)ccc2O[C@@H]1CN(C)C(=O)Nc1ccc(C(F)(F)F)cc1 do in these assays?
U2OS ROS induce: -7

How did Cc1ccc(C(=O)NCCCNc2ccccc2[N+](=O)[O-])cc1 do in these assays?
U2OS ROS induce: -3

What do the screens show for `COc1cc2ncnc(Nc3ccc(OCc4ccccc4)cc3)c2cc1OC`?
U2OS ROS induce: 72

How did C[C@@H]1CN([C@H](C)CO)C(=O)Cc2cc(NS(=O)(=O)c3cccs3)ccc2O[C@H]1CN(C)Cc1ccc(C(=O)O)cc1 do in these assays?
U2OS ROS induce: -4

How did COc1ccc(CN(C)C[C@H]2Oc3ccc(NS(=O)(=O)c4cccs4)cc3CC(=O)N([C@@H](C)CO)C[C@@H]2C)cc1 do in these assays?
U2OS ROS induce: inconclusive

How did C[C@@H]1CN([C@H](C)CO)C(=O)c2cc(NS(=O)(=O)c3ccc(Cl)cc3)ccc2O[C@@H]1CN(C)S(=O)(=O)c1cccs1 do in these assays?
U2OS ROS induce: 4

What do the screens show for `C[C@@H]1CCCCO[C@@H](CN(C)CC2CC2)[C@@H](C)CN([C@H](C)CO)C(=O)c2cc(NC(=O)NC3CCCCC3)ccc2O1`?
U2OS ROS induce: 2

What do the screens show for `CCc1ccc(-c2csc(Nc3ccc(S(=O)(=O)Nc4cc(OC)nc(OC)n4)cc3)n2)cc1`?
U2OS ROS induce: 7

What do the screens show for `Cc1nnc(SCC(=O)NC2CCCCCC2)n1-c1ccccc1`?
U2OS ROS induce: -5

How did Cc1nn2c(CN(C(=O)c3ccco3)c3ccccc3)nnc2c2ccccc12 do in these assays?
U2OS ROS induce: 19

What do the screens show for `C[C@@H]1CN([C@@H](C)CO)C(=O)c2cc(NC(=O)CCCN(C)C)ccc2O[C@@H]1CN(C)S(=O)(=O)c1ccccc1`?
U2OS ROS induce: -2

Results for C[C@@H]1CN([C@H](C)CO)C(=O)c2cc(NC(=O)Cc3cn(C)c4ccccc34)ccc2O[C@H]1CN(C)Cc1ccc(Cl)c(Cl)c1 ?
U2OS ROS induce: 23

How did C[C@@H]1CN([C@@H](C)CO)C(=O)c2cc(NC(=O)CCCN(C)C)ccc2O[C@H]1CN(C)S(=O)(=O)c1ccc(F)cc1 do in these assays?
U2OS ROS induce: -14

What do the screens show for `COc1ccc(/C=N/NC(=O)c2ccccn2)c(O)c1`?
U2OS ROS induce: -2

What do the screens show for `Cc1noc(C)c1NC(=O)Nc1cccc2c1O[C@@H](CN(C)C(=O)NC(C)C)[C@@H](C)CN([C@@H](C)CO)C2=O`?
U2OS ROS induce: -8

Results for C[C@H](CO)N1C[C@H](C)[C@H](CN(C)C(=O)Nc2ccc3c(c2)OCO3)Oc2ncc(-c3cc4ccccc4o3)cc2C1=O ?
U2OS ROS induce: 52

How did C[C@H](CO)N1C[C@H](C)[C@H](CN(C)Cc2ccccc2)Oc2ncc(C#CCN(C)C)cc2C1=O do in these assays?
U2OS ROS induce: 1

What do the screens show for `C[C@@H]1CN([C@H](C)CO)C(=O)c2cc(NC(=O)CCN3CCOCC3)ccc2O[C@@H]1CN(C)S(=O)(=O)c1ccccc1`?
U2OS ROS induce: -7

How did COCc1nc2c([nH]1)c(=O)n(C)c(=O)n2CC(C)C do in these assays?
U2OS ROS induce: -7

How did Cc1cccc(OCC(=O)N2CCCc3ccccc32)c1 do in these assays?
U2OS ROS induce: -4

Results for C[C@@H]1CN([C@H](C)CO)C(=O)c2cc(NC(=O)C3CC3)ccc2O[C@H]1CN(C)C(=O)Nc1ccccc1 ?
U2OS ROS induce: -2

How did C[C@@H]1CCCCO[C@@H](CN(C)C(=O)Nc2ccccc2)[C@@H](C)CN([C@H](C)CO)C(=O)c2cc(NC(=O)c3ccccc3)ccc2O1 do in these assays?
U2OS ROS induce: -6

What do the screens show for `N#Cc1ccc(C(=O)Cn2cc(C(F)(F)F)ccc2=O)cc1`?
U2OS ROS induce: 0

Results for C[C@@H]1CN([C@H](C)CO)C(=O)c2cccc(N(C)C)c2O[C@H]1CN(C)C(=O)NC1CCCCC1 ?
U2OS ROS induce: -6

How did COCCNC(=O)c1ccccc1NC(=O)c1ccccc1OC do in these assays?
U2OS ROS induce: -1

Results for C[C@@H]1CN([C@H](C)CO)C(=O)Cc2cc(NC(=O)Nc3ccc(F)cc3)ccc2O[C@@H]1CN(C)C(=O)NC1CCCCC1 ?
U2OS ROS induce: 11

What do the screens show for `C[C@H](CO)N1C[C@H](C)[C@H](CN(C)Cc2ccncc2)Oc2ccc(NS(=O)(=O)c3ccccc3)cc2CC1=O`?
U2OS ROS induce: -7

How did CC(C)NC(=O)Nc1ccc2c(c1)C(=O)N([C@H](C)CO)C[C@H](C)[C@@H](CN(C)S(=O)(=O)c1ccc(F)cc1)O2 do in these assays?
U2OS ROS induce: 1

How did C[C@H]1CN([C@@H](C)CO)C(=O)c2cc(NS(C)(=O)=O)ccc2O[C@@H]1CN(C)C(=O)Nc1ccccc1 do in these assays?
U2OS ROS induce: -1

How did COc1ccc(CN(C)C[C@@H]2Oc3ccc(NS(=O)(=O)c4ccc(F)cc4)cc3CC(=O)N([C@@H](C)CO)C[C@@H]2C)cc1 do in these assays?
U2OS ROS induce: 15

Results for COc1ccc(C(=O)NCCn2cc(SC(C)c3ccccc3)c3ccccc32)cc1 (configuration not stated) ?
U2OS ROS induce: 10

Results for CCN1/C(=C/C2=CC(=O)CC(C)(C)C2)Sc2ccccc21 ?
U2OS ROS induce: 164*

Results for C[C@H](CO)N1C[C@H](C)[C@H](CN(C)S(C)(=O)=O)Oc2ncc(-c3cc4ccccc4o3)cc2C1=O ?
U2OS ROS induce: -6

How did Cc1ccc(S(=O)(=O)N(C)C[C@@H]2Oc3ccc(NC(=O)CCC(F)(F)F)cc3C(=O)N([C@@H](C)CO)C[C@H]2C)cc1 do in these assays?
U2OS ROS induce: -4

What do the screens show for `CC(C)NC(=O)Nc1ccc2c(c1)C(=O)N([C@@H](C)CO)C[C@@H](C)[C@H](CN(C)C(=O)Nc1cccc3ccccc13)O2`?
U2OS ROS induce: -5

How did COc1nnc(-c2ccc(N3CCOCC3)c(NS(=O)(=O)c3ccc(Cl)cc3)c2)c2ccccc12 do in these assays?
U2OS ROS induce: 19
